Assay outcomes: PubChem BioAssay, several laboratories
HCV NS3 hel inh = HCV NS3 helicase inhibition | NS3 helicase DNA unwinding, Cy5 molecular beacon fluorescence | inhibition, % at 10.9 µM | 0.56% of 290,000 active | AID 1800;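 active means inhibition above the mean of all tested compounds plus 3 SD, set per campaign, cut at about 35% in these data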;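 further: 0% = DMSO wells and 100% = thioflavine S control wells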
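Test system: hepatitis C virus NS3 helicase domain fragment enzyme. Also added: annealed dual-labelled DNA beacon duplex, ATP-started. Timing: 60 min unwinding reaction at 25 °C after ATP addition. Technique: Cy5 fluorescence. Measure: % inhibition of unwinding.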
OXTR ag = activates the human oxytocin receptor. P30559. activation, % at 3 µM. 0.32% of 320,000 active. CHO-OTR cells, Fluo-8 calcium fluorescence; normalized: DMSO 0%, oxytocin 100%;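 active means activation above the mean of all tested compounds plus 3 SD, cutoff set per screening run, cut at about 20% in these data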;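 further: peak over basal fluorescence ratio from a 100 s FLIPR kinetic read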
Target sequence (P30559 whole entry, looked up): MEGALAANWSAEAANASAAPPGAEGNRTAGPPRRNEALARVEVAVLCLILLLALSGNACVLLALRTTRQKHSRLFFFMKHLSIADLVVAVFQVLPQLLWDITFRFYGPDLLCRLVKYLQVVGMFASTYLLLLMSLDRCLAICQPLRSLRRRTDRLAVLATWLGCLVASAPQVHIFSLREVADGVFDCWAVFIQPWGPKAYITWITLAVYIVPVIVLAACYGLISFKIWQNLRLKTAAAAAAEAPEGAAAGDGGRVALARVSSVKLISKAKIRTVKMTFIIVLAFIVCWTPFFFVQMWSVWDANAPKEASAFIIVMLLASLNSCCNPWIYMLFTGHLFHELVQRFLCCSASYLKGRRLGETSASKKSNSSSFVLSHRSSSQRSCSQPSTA
DNA FID counter = counter-screen for HCV NS3 helicase inhibitors: DNA intercalator displacement | DNA fluorescent intercalator displacement, fluorescence | inhibition, % at 7.9 µM | 0.17% of 290,000 active | AID 1845; in the data active means inhibition above about 37%;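 further: 0% = vehicle and 100% = reference compound; higher means more ethidium bromide displaced from hairpin DNA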
PHOSPHO1 inh = PHOSPHO1 (human) inhibition; 1.1% of 290,000 active; inhibition, % at 13.3 µM; recombinant PHOSPHO1, absorbance phosphatase assay; AID 1565; Q8TCT1; in the data active means inhibition above about 60%
VIM-2 inhibitor = inhibitors of Pseudomonas aeruginosa VIM-2 metallo-beta-lactamase; inhibition, % at 5.6 µM; AID 1527; 0.89% of 290,000 active; purified VIM-2, nitrocefin hydrolysis, epi-absorbance fluorescence;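 active means inhibition above the mean of all tested compounds plus 3 SD, cutoff set per screening run, cut at about 7.5% in these data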;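 further: red hydrolysis product quenches plate fluorescence so inhibitors raise well fluorescence; 0% = enzyme with DMSO and 100% = DMSO without enzyme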
V1aR counter = counter-screen for oxytocin receptor agonists: human V1a receptor agonists. P37288. CHO-V1R cells, Fluo-8 calcium fluorescence, agonist mode; 0% DMSO, 100% 3 nM vasopressin. activation, % at 3 µM. 0.25% of 320,000 active;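 active means activation above the mean activation of all tested compounds plus 3 SD, per screening run, cut at about 20% in these data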;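 further: signal is peak over basal fluorescence ratio across a 100 second FLIPR read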
IMP-1 inhibitor = blocks Pseudomonas aeruginosa IMP-1 metallo-beta-lactamase. purified IMP-1, nitrocefin hydrolysis, epi-absorbance fluorescence. 0.45% of 290,000 active. inhibition, % at 5.6 µM;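 active means inhibition above the mean plus 3 SD of all compounds in the same screening run, cut at about 4.5% in these data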;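 further: 0% = IMP-1 with DMSO and 100% = DMSO wells lacking enzyme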
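System: purified IMP-1; amount: IMP-1 0.2 nM before substrate addition; compound: single dose, 5.6 µM; times: 25 °C, 15 min preincubation, 25 min reaction; signal: Epi-absorbance via hydrolysed-nitrocefin quenching of white-plate fluorescence, 480/530 nm, EDTA stop; benchmarks: DMSO with and without IMP-1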
GPR7 antag = human neuropeptides B/W receptor 1 antagonism; inhibition, % at 4.4 µM; GPR7-expressing cells, fluorescence antagonist assay; AID 1861; 1.1% of 290,000 active; P48145; in the data active means inhibition above about 16%, passing the limit was not always enough;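 further: cells stimulated with the agonist NPW; 0% = agonist with vehicle and 100% = vehicle without agonist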
Target sequence (P48145 whole entry, looked up): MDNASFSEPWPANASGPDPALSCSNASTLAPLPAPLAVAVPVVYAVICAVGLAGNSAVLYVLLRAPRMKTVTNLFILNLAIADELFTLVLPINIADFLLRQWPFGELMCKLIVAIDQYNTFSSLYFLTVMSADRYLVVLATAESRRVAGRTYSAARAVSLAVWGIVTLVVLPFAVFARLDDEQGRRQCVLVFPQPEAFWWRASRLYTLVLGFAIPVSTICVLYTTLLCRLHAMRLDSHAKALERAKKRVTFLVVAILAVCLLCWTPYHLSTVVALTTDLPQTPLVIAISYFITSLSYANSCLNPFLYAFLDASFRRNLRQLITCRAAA
GalR3 antag = human GalR3 antagonism; O60755; HEK293 GalR3-CNG cAMP membrane potential fluorescence; galR3 body fused to GalR1 C-terminus; inhibition, % at 3 µM; 0.44% of 360,000 active;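 active means inhibition above the screen-wide average plus 3 SD, cut at about 13% in these data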;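 further: forskolin and galanin both at EC90 stimulate the cells; cAMP rise reported by CNG channel membrane potential dye signal; 0% = forskolin plus galanin with DMSO and 100% = forskolin alone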
Target sequence (O60755 1-299 limits assumed): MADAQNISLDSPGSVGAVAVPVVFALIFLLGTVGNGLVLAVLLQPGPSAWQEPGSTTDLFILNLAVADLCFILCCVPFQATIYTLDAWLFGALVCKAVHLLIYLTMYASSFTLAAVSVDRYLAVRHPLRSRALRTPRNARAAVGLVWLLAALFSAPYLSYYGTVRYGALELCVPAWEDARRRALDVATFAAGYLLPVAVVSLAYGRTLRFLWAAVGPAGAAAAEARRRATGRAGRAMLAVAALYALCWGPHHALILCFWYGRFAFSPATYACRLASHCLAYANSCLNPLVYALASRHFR
Active calls of the source: *; nt = not tested or not shown.

SMILES	HCV NS3 hel inh	OXTR ag	DNA FID counter	PHOSPHO1 inh	VIM-2 inhibitor	V1aR counter	IMP-1 inhibitor	GPR7 antag	GalR3 antag
O=C(Nc1ccccc1)NN(C(=O)CCl)c1ccccc1	8	1.5	-3	8	-1.1	0.2	-0.8	-1	-7
O=C(Nc1ccc(N2CCOCC2)c(Cl)c1)c1cc(F)c(F)cc1Cl	-1	0.7	-8	17	-3.3	4.1	-3.6	-2	4
C=CCOc1cccc(C(=O)N2CCCC(Nc3ccc(F)cc3)C2)c1 (stereo unspecified)	-7	-1.4	-29	20	-4.2	-0.8	-2.2	-1	-2
Nc1nc2c([N+](=O)[O-])cccc2s1	19	0.7	0	37	-0.9	0.2	1.1	0	-7
Cc1ccc(C(C)NC(=S)NCc2ccc(F)cc2)c(C)c1 (stereo unspecified)	-4	3.4	-20	19	-2.4	23*	-1.4	-9	-2
NS(=O)(=O)c1ccc(NC(=S)NC(=O)c2cccs2)cc1	-2	0.6	-1	-4	0.8	0.4	0.1	1	-5
CCc1ccc(S(=O)(=O)NC(CC(=O)O)c2ccccc2)cc1 (stereo unspecified)	4	-0.6	-7	28	-2.5	0.2	-3.3	-6	-6
C(=C\c1nc(-c2ccccc2)no1)/c1ccccc1	1	-2.4	-3	-9	-4.0	0.5	-3.0	0	-5
CCOC(=O)c1ccc(NC(=O)CN2C(=O)CSC(C)C2=O)cc1 (stereo unspecified)	3	0.7	-6	-16	-2.9	0.7	-3.4	0	-6
COCCCNc1ncnc2c1sc1nc(-c3ccco3)c3c(c12)CC(C)(C)OC3	25	-2.6	-30	23	-1.0	-0.1	1.3	-12	-4
COCCN(C(=O)Cn1nnc2ccccc21)C(C(=O)NC1CCCC1)c1ccc(OC)cc1OC (stereo unspecified)	0	-0.9	-32	-7	-2.7	-0.4	-2.4	-14	2
O=C(C[n+]1cc(-c2ccccc2)n2c1CCC2)N1c2ccccc2Sc2ccccc21	-40	0.0	11	-8	-2.2	-0.2	0.2	-3	7
C/C(Cl)=C/CSc1nc2c(c(=O)[nH]c(=O)n2C)n1C(C)C	1	-1.6	-18	-3	4.8	-1.6	-0.5	3	0
O=C(C1Cc2ccccc2CN1S(=O)(=O)c1cccs1)N1CCCCC1 (stereo unspecified)	7	-1.3	-25	0	1.2	0.0	-0.5	1	-5
CCOc1ccc(C2C(C(=O)c3cccs3)=C(O)C(=O)N2CCN2CCOCC2)cc1 (stereo unspecified)	-1	0.6	-18	29	0.9	-0.4	-0.2	-5	-3
Oc1ccc(C2C[C@H]3CC[C@@H]2C3)cc1O (stereo partly specified)	15	2.5	1	23	-3.1	0.0	-1.3	2	-8
COc1ccc(/C=N\NC(=O)C2CCCC2)cc1Br	1	-0.8	-11	25	-0.7	1.2	-3.8	-6	-1
COC(=O)c1cc2c(C)c(C)c3ccccn3c-2c1C(=O)OC	-1	-1.7	4	15	0.8	0.6	-4.6	6	-1
COc1ccc(/C=C2\SC(=O)N(CC(=O)NNC(=O)c3ccccc3O)C2=O)cc1OC	15	-1.5	-6	-22	-3.0	-1.1	-1.7	10	-2
O=C1COc2ccc(C(=O)CSc3nnc(-c4cccs4)n3Cc3ccccc3)cc2N1	0	0.6	-7	74*	9.3*	-0.5	-2.6	-15	-4
COc1ccc(CNC(=O)C2=CC(c3ccc(OC)cc3)=NS(=O)(=O)N2C)cc1	-15	1.2	-9	12	-1.8	1.4	-2.4	6	nt
COc1ccc(-c2cc(-c3n[nH]c(=S)n3-c3ccccc3OC)[nH]n2)cc1	1	0.1	-22	67*	-5.4	-0.1	-3.5	-11	22*
COc1ccc(C(=O)NC2CCN(CC(=O)Nc3cccc(C)c3)CC2)cc1OC	-8	-1.1	7	6	-1.0	1.0	0.8	-1	-5
O=C(O)C(CCCCN1C(=O)C2C3C=CC(C3)C2C1=O)N1C(=O)C2C3C=CC(C3)C2C1=O (stereo unspecified)	0	3.2	-27	4	-0.8	0.5	-1.7	-4	4
O=C(c1ccccc1)c1c[nH]c(C(=O)NNc2ccccc2)c1	3	0.1	-3	-4	0.5	0.6	-0.1	-4	-9
Cc1ccc(CN(Cc2cccnc2)C(=S)Nc2cc(Cl)ccc2C)cc1	-5	-0.5	-5	32	-0.7	0.0	-2.7	-2	-4
O=C(CCc1ccc(S(=O)(=O)NC2CCCCC2)cc1)NCc1cccnc1	-12	0.3	-11	20	-1.3	0.3	-3.6	-18	-7
COc1ccc(Cl)cc1NC(=O)CN1CCC(n2nnc3cc(C)ccc32)CC1	5	-1.4	1	-39	-5.2	1.2	-4.4	-9	-3
Cc1cc(C)cc(NC(=O)Cn2nnc(C(=O)NCc3ccc(F)cc3)c2N)c1	-7	0.2	-9	53	1.8	-0.1	-0.2	-4	-1
CCN(CC)c1nc2c(c(=O)[nH]c(=O)n2C)n1CCCc1ccccc1	0	-1.3	-38	45	-0.3	-0.9	-3.4	-10	-7
COc1cc(OC)c(NC(=O)C(=O)CC(=O)c2ccc(C)cc2C)cc1Cl	16	0.9	-40	-1	-1.6	0.3	-1.9	-7	5
Cc1nn(-c2ccccc2)nc1C(=O)NNC(=O)c1cccc2ccccc12	-3	-2.7	-17	16	-1.6	-0.2	-4.1	-11	2
CCn1cc(C(=O)O)c(=O)c2cnc(N3CCN(C(=S)NC(=O)c4ccc(F)c(F)c4)CC3)nc21	5	0.7	-11	4	-0.9	0.0	-1.8	-1	8
Cc1ccc(NC(=O)C2CCN(S(C)(=O)=O)CC2)cc1	-2	0.7	4	20	-0.8	1.0	-1.4	8	-3
CC(C)C(C(=O)Nc1ccc2c(c1)OCO2)N1C(=O)c2ccccc2C1=O (stereo unspecified)	5	-1.7	-1	46	-2.2	-1.1	-3.3	-15	-6
C=CCn1c(SCC(=O)Nc2nc(C)cs2)nnc1C(CO)NC(=O)c1ccccc1 (stereo unspecified)	1	-0.9	-22	-6	-1.4	-0.1	-1.1	-8	-1
CCC(C(=O)Nc1cc(C(=O)O)ccc1C)c1ccccc1 (stereo unspecified)	-3	0.1	-5	-27	-0.4	0.0	-0.8	5	-4
O=C(COc1ccc(Cl)cc1)Nc1ccccc1C(=O)NCc1ccco1	-5	1.1	-9	10	-1.0	2.7	-1.8	11	-4
CCN1C(=O)/C(=C2/C=Cc3ccccc3N2CC)SC1=S	8	-2.2	5	-18	0.1	-1.6	-1.6	8	1
CCCOc1ccc(C2c3c(oc4cc(C)c(C)cc4c3=O)C(=O)N2CCCN(C)C)cc1OCC (stereo unspecified)	-35	0.2	16	14	1.3	0.2	-0.4	-12	0
CCOC(=O)N1CCN(S(=O)(=O)c2cc(OCC(=O)NC3CCCCC3)c(C)cc2Cl)CC1	-8	2.6	-47	2	-1.0	3.4	-1.4	1	-3
O=C(O)CNC(=O)/C=C/c1c(Cl)cccc1Cl	8	-0.5	1	32	0.1	0.7	-0.3	-7	2
COC(=O)C1CCN(C(=O)c2ccc(Cl)c(S(=O)(=O)NCc3cccnc3)c2)CC1	6	1.7	-2	10	-1.6	0.6	-3.5	5	-5
CN1CCN(c2ccc(-c3ccc4ccccc4n3)cc2)CC1	-4	nt	28	20	68*	nt	-1.9	11	-8
NC(=O)CC(NC(=O)c1ccccc1)c1ccc(NC2CCCCC2)c([N+](=O)[O-])c1 (stereo unspecified)	nt	-0.5	nt	44	nt	0.3	nt	nt	-6

Reformatted with values under each structure: entries from further up
Order of values – HCV NS3 hel inh | OXTR ag | DNA FID counter | PHOSPHO1 inh | VIM-2 inhibitor | V1aR counter | IMP-1 inhibitor | GPR7 antag | GalR3 antag
> COc1cc(OC)c(NC(=O)C(=O)CC(=O)c2ccc(C)cc2C)cc1Cl
 : 16 | 0.9 | -40 | -1 | -1.6 | 0.3 | -1.9 | -7 | 5
> Cc1nn(-c2ccccc2)nc1C(=O)NNC(=O)c1cccc2ccccc12
 : -3 | -2.7 | -17 | 16 | -1.6 | -0.2 | -4.1 | -11 | 2
> CCn1cc(C(=O)O)c(=O)c2cnc(N3CCN(C(=S)NC(=O)c4ccc(F)c(F)c4)CC3)nc21
 : 5 | 0.7 | -11 | 4 | -0.9 | 0.0 | -1.8 | -1 | 8
> Cc1ccc(NC(=O)C2CCN(S(C)(=O)=O)CC2)cc1
 : -2 | 0.7 | 4 | 20 | -0.8 | 1.0 | -1.4 | 8 | -3
> CC(C)C(C(=O)Nc1ccc2c(c1)OCO2)N1C(=O)c2ccccc2C1=O (stereo unspecified)
 : 5 | -1.7 | -1 | 46 | -2.2 | -1.1 | -3.3 | -15 | -6
> C=CCn1c(SCC(=O)Nc2nc(C)cs2)nnc1C(CO)NC(=O)c1ccccc1 (stereo unspecified)
 : 1 | -0.9 | -22 | -6 | -1.4 | -0.1 | -1.1 | -8 | -1
> CCC(C(=O)Nc1cc(C(=O)O)ccc1C)c1ccccc1 (stereo unspecified)
 : -3 | 0.1 | -5 | -27 | -0.4 | 0.0 | -0.8 | 5 | -4
> O=C(COc1ccc(Cl)cc1)Nc1ccccc1C(=O)NCc1ccco1
 : -5 | 1.1 | -9 | 10 | -1.0 | 2.7 | -1.8 | 11 | -4

Further compounds follow.
SMILES	HCV NS3 hel inh	OXTR ag	DNA FID counter	PHOSPHO1 inh	VIM-2 inhibitor	V1aR counter	IMP-1 inhibitor	GPR7 antag	GalR3 antag
Cc1sc2c3ccsc3ccc2[n+]1C	0	0.4	-18	14	-1.9	0.9	-3.2	21	-9
CCOC(=O)C1CCN(C(=O)CCCn2nc(CC)n3c(cc4occc43)c2=O)CC1	3	-1.2	-46	29	-0.7	-0.1	-1.5	-6	6
CS(=O)(=O)N1CCC(C(=O)Nc2cccc(Cl)c2)CC1	0	2.0	-3	-3	-2.0	1.9	0.9	4	10
O=c1c2nnn(-c3ccccc3)c2ncn1C/C=C/c1ccccc1	-8	-0.9	-6	44	-1.8	-0.4	-2.4	-18	nt
CCN(CC)c1ccc(/C=N/N(c2ccccc2)c2ccccc2)c(O)c1	8	1.1	7	-4	-1.9	0.5	-3.4	-8	0
O=C(CNC(=O)c1cncc(Br)c1)Nc1ccc(F)c(F)c1F	-4	0.5	-1	55	-1.3	0.7	-0.8	-4	-7
COc1ccc(NC(=O)CCCN2C(=O)C(c3ccccc3)Oc3cccnc32)cc1 (stereo unspecified)	-10	-0.2	-39	7	0.1	1.1	-2.1	3	-9
COC(=O)c1ccc(C)c(NC(=O)CCSc2ccccc2)c1	0	-1.7	-9	17	-0.7	0.1	-1.1	8	-1
Cc1c(NC(=O)C2CCCN2S(=O)(=O)c2ccccc2)c(=O)n(-c2ccccc2)n1C (stereo unspecified)	5	3.0	-12	-3	-3.0	0.8	-3.5	-4	6
Cc1cccc(CSc2nnc(N)n2-c2ccccc2)c1	-19	0.3	-12	-17	-1.3	-1.1	1.7	4	1
O=C(Nc1nccs1)C(F)(F)C(F)(F)C(F)(F)C(=O)Nc1nccs1	-9	0.4	-2	20	-2.4	1.0	-4.1	-22	1

Random draw from the library; 4.3% or so of the library scored in one or more.
